GoLoco inh red = qHTS Assay for Inhibitors of RGS12 GoLoco Motif Activity (Red Fluorophore) | Guanine nucleotide-binding protein G(i) subunit alpha-1 (Homo sapiens), P63096 | Potency, µM (titrated, usually from 61.6 µM), for inactives: at the top dose activity, negative = inhibition, most hits filed as inhibitors | hit rate 0.44% among 230,000 | AID 880, 2007 | Gai1:RGS12 GoLoco peptide FP, rhodamine, 10 min; active means well fitted inhibition curve with a large enough effect, not every such curve was filed as active; inactive means no such curve, though single readings can be large or run the other way; further: nearly all actives have a fitted effect of over 30% in size; many of its hits are not listed in these tables
Target sequence (P63096 whole entry, looked up): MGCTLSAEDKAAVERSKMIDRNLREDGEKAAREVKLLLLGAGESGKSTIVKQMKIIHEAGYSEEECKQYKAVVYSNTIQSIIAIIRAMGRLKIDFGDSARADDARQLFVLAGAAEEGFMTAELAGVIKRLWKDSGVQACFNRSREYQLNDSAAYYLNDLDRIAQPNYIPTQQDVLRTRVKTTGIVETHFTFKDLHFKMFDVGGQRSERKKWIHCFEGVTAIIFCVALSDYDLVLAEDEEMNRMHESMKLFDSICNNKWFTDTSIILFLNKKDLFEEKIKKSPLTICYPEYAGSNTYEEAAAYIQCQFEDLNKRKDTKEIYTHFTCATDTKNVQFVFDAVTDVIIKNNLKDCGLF
L3MBTL1 block = qHTS Assay for the Inhibitors of L3MBTL1 | Lethal(3)malignant brain tumor-like protein 1 (Homo sapiens), Q9Y468 | AlphaScreen L3MBTL1–H3K9me1 peptide binding | hit rate 0.66% among 230,000 | Potency, µM (titrated, usually from 57.1 µM), inactives show top-dose activity, negative = inhibition, actives largely listed as inhibitors; further: nearly all actives have a fitted effect of over 60% in size
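Read-out is AlphaScreen signal from streptavidin donor and nickel chelate acceptor beads (10 ug/mL final each) bridging L3MBTL1 (50 nM) and biotinylated K9-monomethylated H3(1-15) peptide (75 nM), after 30 min compound exposure at room temperature.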
GAA glycogen = qHTS Assay for Inhibitors and Activators of Human alpha-Glucosidase Cleavage of Glycogen | recombinant GAA, glycogen substrate, Amplex Red glucose oxidase fluorescence | Lysosomal alpha-glucosidase (Homo sapiens), P10253 | hit rate 0.38% among 300,000 | AID 2100, 2009 | Potency, µM (titrated, usually from 76.4 µM), without a hit: top-dose activity change, negative = inhibition, actives largely listed as inhibitors;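 further: 0% = full enzyme reaction and -100% = no-enzyme basal signal; the screen sought inhibitors and activators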
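Natural-substrate format: glycogen cleavage by 4 nM human enzyme, glucose read by Amplex Red coupling (Ex 573, Em 610 nm). Normalized to enzyme and no-enzyme controls.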
TRb SRC2 PPI = qHTS for Inhibitors of the Interaction of Thyroid Hormone Receptor and Steroid Receptor Coregulator 2; TRbeta-SRC2 peptide binding, fluorescence polarization; receptor liganded with 1 µM T3; Potency, µM (titrated, usually from 106 µM), for the others: at the top dose activity change, negative = inhibition, most hits filed as inhibitors; hit rate 0.065% among 280,000; AID 1469, 2008;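 further: plate controls were bound peptide for no effect and peptide without receptor for full effect; nearly all actives have a fitted effect of over 50% in size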
Target sequence (P10828 whole entry, looked up): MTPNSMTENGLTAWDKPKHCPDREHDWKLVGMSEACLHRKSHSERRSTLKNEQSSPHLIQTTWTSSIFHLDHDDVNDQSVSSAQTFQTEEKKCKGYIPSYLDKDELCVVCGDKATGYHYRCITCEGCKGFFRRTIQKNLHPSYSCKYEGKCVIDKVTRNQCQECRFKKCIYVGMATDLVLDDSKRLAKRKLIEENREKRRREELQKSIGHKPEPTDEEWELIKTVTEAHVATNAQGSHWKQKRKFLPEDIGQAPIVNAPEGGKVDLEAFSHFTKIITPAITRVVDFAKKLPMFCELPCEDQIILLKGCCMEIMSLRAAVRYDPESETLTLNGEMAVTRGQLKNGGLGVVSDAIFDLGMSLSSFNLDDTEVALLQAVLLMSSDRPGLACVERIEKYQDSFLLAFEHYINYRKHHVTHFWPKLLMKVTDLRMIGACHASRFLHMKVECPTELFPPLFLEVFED
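Decrease in fluorescence polarization of 20 nM Texas Red SRC2 coactivator peptide flagged inhibition of its binding to 0.6 uM TRb LBD; 1 uM T3 included, incubation 5 hr, ex 555/em 632 nm.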
TR SRC2 fluor cs = Total Fluorescence Counterscreen for Inhibitors of the Interaction of Thyroid Hormone Receptor and Steroid Receptor Coregulator 2; hit rate 0.29% among 280,000; TRb/SRC2 Texas Red total fluorescence interference; Potency, µM (doses to about 106 µM), for inactives: at the highest dose fluorescence change, negative = quenching; active means well fitted curve in either direction with a large enough effect; inconclusive means small, poorly fitted or top-dose-only effect
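Human TRb ligand-binding domain at 0.6 uM with 20 nM Texas Red SRC2 peptide in Tris buffer containing 1 uM T3 and 5% DMSO, incubated with compound 5 h at ambient temperature. Total fluorescence (555/632 nm) calculated as parallel + 2 × perpendicular.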
RECQ1 helicase = qHTS Assay for Inhibitors of RecQ-Like Dna Helicase 1 (RECQ1) | AID 2549, 2010 | hit rate 0.54% among 240,000 | Potency, µM (doses to about 57.3 µM), without a hit: at the highest dose activity, negative = inhibition, most hits filed as inhibitors | RECQ1 DNA unwinding, red fluorescence kinetic read;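 further: plate controls were vehicle for no effect and no enzyme for full effect; nearly all actives have a fitted effect of over 30% in size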
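50 nM RECQ1T1 preincubated 15 min with compound in Tris pH 8.0 buffer with MgCl2, DTT, Tween-20 and 2.5 ug/ml poly(dI-dC); started with 200 nM TAMRA/BHQ-2 forked duplex and 2 mM ATP. Unwinding read as fluorescence (525/598 nm), two reads 2 h apart.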
aGlu spleen mod = qHTS Assay for Inhibitors and Activators of Human alpha-Glucosidase From Spleen Homogenate; Lysosomal alpha-glucosidase (Homo sapiens), P10253; human spleen homogenate, 4-MU-alpha-glucoside fluorescence; Potency, µM (doses to about 79.9 µM), for inactives: top-dose activity change, negative = inhibition, hits mostly inhibitors; hit rate 0.006% among 240,000; AID 2112, 2009;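 further: 0% = enzyme with vehicle and -100% = no enzyme basal signal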
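Human spleen homogenate (1 ug) with 4-methylumbelliferyl-alpha-D-glucopyranoside (1 mM final) in 50 mM citrate/phosphate pH 5.0, 0.01% Tween-20; 40 min at 37 C. Stopped at pH 10; 4-MU fluorescence Ex 365/Em 440 nm; AC50 by Hill fit.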
GAA inhib = qHTS Assay for Inhibitors of Human alpha-Glucosidase as a Potential Chaperone Treatment of Pompe Disease. Lysosomal alpha-glucosidase (Homo sapiens), P10253. purified human GAA, 4-MU-alpha-glucoside fluorescence. Potency, µM (series often up to 76.9 µM), for inactives: at the highest dose activity change, negative = inhibition, usual class: inhibitors. hit rate 0.005% among 200,000. AID 1466, 2008;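 further: plate controls were uninhibited enzyme wells for no effect and no-enzyme background for full effect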
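Read-out is 4-methylumbelliferone fluorescence (Ex 365/Em 440 nm) after NaOH/glycine stop at pH 10. Enzyme 4 nM, substrate 400 uM, pH 5.0 citrate buffer, 20 min room temperature; AC50 from Hill-equation concentration-response.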
Numbers without * were called inactive; i = inactive; u = inconclusive; x = no result given; & = joins results of further samples; [ ] = dose if it differs, or a comment. Unless noted, the call rests on the fitted dose curve; in most records, active means well fitted curve in the direction sought with a large enough effect; inconclusive means small, poorly fitted or top-dose-only effect, or another doubt; inactive means no such curve, though single readings can be large; an effect the other way counts as inactive or inconclusive. Unless noted, on the % scale 0 is the no-effect control and ±100 the full control effect; potency means the concentration at half of the fitted maximal effect. An excerpt (hit frequency here may not be typical).

compound | GoLoco inh red | L3MBTL1 block | GAA glycogen | TRb SRC2 PPI | TR SRC2 fluor cs | RECQ1 helicase | aGlu spleen mod | GAA inhib
CCCc1cc(=O)n2[nH]c(NCc3c(Cl)cccc3Cl)nc2n1 | 8% | x | 8% | -15% | -2% | -3% | 2% | 2%
N=c1oc2cc(O)ccc2cc1C(=O)Nc1ccccn1 | -16% | -28% | -9% | 11% | -3% | i | u | u
NC1=NC(=O)C2(COC(c3ccccc3Cl)OC2)S1 (stereo not drawn) | 4% | -9% | 3% | -10% | 0% | -9% | 0% | 2%
c1ccc(-n2nnnc2OCCOc2nnnn2-c2ccccc2)cc1 | 9% | x | 0% | 5% | 0% | 3% | -3% | -6%
CC1(C)SCC2C(=O)N3C(CSC3(C)C)C(=O)N21 (stereo not drawn) | 4% | 4% | -10% | 1% | -4% | -1% | 2% | 0%[15.4 µM]
CC(=O)Nc1ccc(NC(=O)c2ccccc2S(=O)(=O)c2ccc([N+](=O)[O-])cc2)cc1 | 1% | -11% | -17% | -8% | -3% | i | 0% | 11%
CSc1nc(C)c(CCOC(=O)c2cccc(Cl)c2)c(=O)[nH]1 | 3% | 10% | 5% | 2% | 0% | -12% | -12% | -1%
Cc1ccc(CSc2nnc(-c3cccs3)n2C)cc1 | -7% | -2% | 3% | -7% | -2% | 4% | -1% | -1%
NC(N)=NS(=O)(=O)c1ccc(NC(=S)NC(=O)c2ccc3c(c2)OCO3)cc1 | -11% | x | 7% | 2% | -4% | -5% | 12% | 1%
COC(=O)C1=NN(c2ccccc2)C2(S1)SC(C(C)=O)=C(C)N2c1ccccc1 (stereo not drawn) | 7% | u | 1% | -5% | -1% | -7% | -5% | 14%

The closing 3 records of the section above lead into the next.
compound | GoLoco inh red | L3MBTL1 block | GAA glycogen | TRb SRC2 PPI | TR SRC2 fluor cs | RECQ1 helicase | aGlu spleen mod | GAA inhib
Cc1ccc(CSc2nnc(-c3cccs3)n2C)cc1 | -7% | -2% | 3% | -7% | -2% | 4% | -1% | -1%
NC(N)=NS(=O)(=O)c1ccc(NC(=S)NC(=O)c2ccc3c(c2)OCO3)cc1 | -11% | x | 7% | 2% | -4% | -5% | 12% | 1%
COC(=O)C1=NN(c2ccccc2)C2(S1)SC(C(C)=O)=C(C)N2c1ccccc1 (stereo not drawn) | 7% | u | 1% | -5% | -1% | -7% | -5% | 14%
COc1cccc(NC(=O)Cc2nnc(SCCOc3ccccc3)n2C)c1 | 13% | x | 0% | -5% | 1% | 3% | -8% | -4%
CCCCCOC(=O)Cn1c(=O)oc2ccc(C)cc21 | -5% | 24% | -3% | -4% | 1% | -1% | -15% | -10%
CON(c1nc(Cl)nc(N(C)C)n1)S(=O)(=O)c1ccccc1Cl | 4% | 4% | 0% | 8% | -7% | -16% | -10% | -4%
CCCCN(C)C(=O)c1nc2ccccn2c1CN1CCN(c2ncccn2)CC1 | -1% | 9% | 6% | -1% | -3% | i | 6% | x
CCOCCOCC | -9% | x | x | 4% | 0% | 1% | 1% | x
COC(=O)c1ccc(/C=C(\C#N)c2nc3ccccc3s2)cc1 | 42%[activator] | -6% | -5% | -2% | -1% | -2% | 0% | -3%
Cc1ccccc1-n1c(SCc2cc(=O)n3ccccc3n2)nc2[nH]ncc2c1=O | x | 0% | 3% | -1% | -2% | i | 8% | u
COc1cccc(-c2ccc(=O)n(CC(=O)Nc3ccc(C(=O)N4CCCC4)cc3)n2)c1 | 11% | x | 3% | 5% | 0% | -4% | -5% | u
Cn1nc(C(F)(F)F)c(-c2ccc(F)cc2)c1NC(=O)c1cccnc1 | 1% | x | -1% | 2% | 0% | 3% | 8% | x
Cc1[nH]n(-c2ccc([N+](=O)[O-])cc2)c(=O)c1C=NCCc1c(C)[nH]c2ccccc12 | 21% | -12% | 4% | -13% | -70% | -7% | -8% | -11%
COC(=O)CN1C(=O)CC(C)(C)S(=O)c2ccccc21 (stereo not drawn) | 0% | 8% | 4% | 1% | -2% | -6% | -6% | 3%
Cc1nnc2ccc(-c3cccc(NC(=O)Cc4cccs4)c3)nn12 | 11% | x | -18% | 3% | -5% | u | 5% | -1%
O=c1c2ccccc2nc(-c2cccs2)n1-c1cccc2ccccc12 | -8% | -14% | 2% | 6% | -5% | -9% | 3% | -3%
CC(=O)c1cccc(NC(=O)c2ccc(N(C)S(C)(=O)=O)cc2)c1 | 8% | -7% | -3% | -4% | 0% | -9% | 2% | -3%
C=C(C)C(=O)c1ccc(OC)cc1 | 1% | x | x | 1% | 0% | -3% | -5% | x
Cc1ccc(C)c(OCCn2cc(/C=C(\C#N)C(=O)NCc3ccco3)c3ccccc32)c1 | 12% | -2% | 12% | -6% | 2% | -8% | -17% | 2%
Cc1ccc(SCC(=O)N2CC(C)OC(C)C2)cc1 (stereo not drawn) | 0% | 7% | 1% | -6% | -5% | -5% | -3% | 4%
CCC(C)c1c(O)nc(SCC(=O)c2ccccc2)[nH]c1=O (stereo not drawn) | 1% | -3% | -3% | -7% | 1% | 1% | 2% | -4%
CSc1ccc(Cn2nnc(C(=O)NCc3ccccc3)c2N)cc1 | 0% | 1% | -3% | -7% | 2% | -5% | 3% | 2%
Cc1ccc(C)c(N2CC(C(=O)O)CC2=O)c1 (stereo not drawn) | 13% | 9% | 14% | 0% | 1% | -7% | 3% | 9%
CCC(=O)c1ccc(O)cc1 | 11% | 8% | -2% | 1% | 1% | -7% | -7% | 3%[15.4 µM]
C/C(=N\NC(=O)c1ccc(C)cc1C)c1ccc(-n2ccnc2)cc1 | 6% | -6% | 1% | 3% | -16% | 4% | 6% | -1%
CN1CCN(Cc2nc(-c3cccs3)no2)CC1c1ccccc1 (stereo not drawn) | -17% | 31%[activator] | 5% | -10% | -9% | i | -1% | 0%
N/C(=N\OC(=O)CCc1ccccc1)c1ccc(Br)cc1 | 0% | -2% | 0% | 9% | -1% | -3% | -2% | 0%
Cc1ccc(N(CC(=O)N/N=C/c2cccs2)S(C)(=O)=O)cc1Cl | 0% | x | -5% | 4% | 2% | -5% | -4% | u
COc1ccc(S(=O)(=O)N2CCCCCC2)cc1N | 5% | 5% | 8% | 3% | -2% | i | 6% | 8%
COc1ccc(CN2CCNC(=O)C2CC(=O)NCCSc2nccn2C)cc1OC (stereo not drawn) | 6% | -3% | 2% | -8% | -1% | i | -2% | -14%
COc1ccc(/C=N/OC(=O)Nc2ccccc2OC)cc1 | -3% | 12% | 9% | -6% | -4% | -3% | 1% | 5%
COc1ccc(-c2cc(-c3c(O)c(OC)c4occc4c3OC)[nH]n2)cc1OC | 10% | -12% | u | -11% | -10% | u | -1% | -11%
Cc1ccc(C)c(C(=O)CSc2nc3ccccc3c(=O)[nH]2)c1 | 9% | -1% | 18% | 11% | -1% | -2% | -5% | 12%
CCCOc1ccc(/C=N/Nc2ccc(C(=O)O)cc2)c(OCCC)c1 | -8% | -7% | -8% | -9% | -4% | -5% | 7% | -5%
CCN(CC(=O)N1CCOCC1)S(=O)(=O)c1ccc(C)cc1 | -6% | -22%[11.4 µM] | -4% | -1% | 0% | i | -1% | -2%
O=C(N/N=C/C=C/c1ccco1)c1ccncc1 | 1% | 20% | -4% | 2% | -3% | i | 0% | x
C/C(Cn1nnc2ccccc21)=N\NC(=O)c1cccc(Br)c1 | 1% | -3% | -16% | -1% | -1% | i | -4% | -5%
CCSc1nnc(NC(=O)NC(CC)(C(F)(F)F)C(F)(F)F)s1 | -2% | 4% | -5% | -9% | -2% | i | -1% | -3%
Cc1cc(=O)oc2c1c(C)nn2-c1ccc(Br)cc1 | 44%[activator] | 5% | -8% | 1% | 0% | -8% | -8% | -4%
COc1ccc(CN2CCN(c3cc(C)nc4c5c(C)cc(C)nc5nn34)CC2)cc1F | 6% | 10% | 10% | -1% | 2% | -1% | 0% | 13%
O=[N+]([O-])c1ccccc1O[C@@H]1O[C@H](CO)[C@H](O)[C@H](O)[C@H]1O | 7% | x | 4% | 4% | -3% | i | -2% | x
Cn1cc(CNC(=O)C2c3ccccc3Oc3ccccc32)cn1 | -5% | 29% | 13% | -3% | -4% | -5% | -13% | 9%
Cc1cc(N)n(-c2ccc(Cl)cc2)n1 | 19% | 1%[11.4 µM] | 2% | 0% | -4% | i | -3% | 1%
CCOC(=O)c1c(CSc2ccccc2)n(C)c2ccc(O)c(CN3CCOCC3)c12 | 6% | -27% | -5% | 0% | -1% | i | -4% | -3%
C=CCN(CC=C)CCOc1cc(C)ccc1[N+](=O)[O-] | 24% | -14% | 4% | -18% | 4% | i | 5% | -4%
CCCN(C(=O)C(=O)Nc1ccc2nc3n(c(=O)c2c1)CCCCC3)c1ccc(OCC)cc1 | -12% | x | 3% | -2%&-1% | -1%&0% | 0% | 0% | x
CC1CN/C(=C\C(=O)c2ccc(Br)cc2)C(=O)N1 (stereo not drawn) | 4% | -9% | -2% | 3% | -2% | 13% | 2% | 0%

High-throughput results as filed in PubChem.
